Screening data as filed in PubChem.
RXFP1 ag: qHTS Assay for Agonists of the Relaxin Receptor RXFP1. 370,000 tested, 0.3% active. Potency, µM (doses to about 57.5 µM), without a hit: at the top dose activation, usual class: activators. AID 2676, 2010. HEK293T-RXFP1 cAMP TR-FRET, 30 min; response scale: percent of porcine relaxin response, buffer zero; also: potency is read from the fitted curve at half-maximal effect; % is scaled to controls: 0 for no effect and ±100 for the full control effect; nearly all actives have a fitted effect of over 60% in size; many of its hits are not listed in these tables
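HEK293T cells stably expressing RXFP1 were pretreated with the PDE4 inhibitor Ro 20174, exposed to compounds for 30 min at 37C, lysed, and cAMP was read by TR-FRET. Data normalized to buffer (basal) and 29 nM porcine relaxin (100%).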
Vif-A3F inh: qHTS for Inhibitors of Vif-A3F Interactions: qHTS | Potency, µM (doses to about 46.1 µM), inactives show at the highest dose activity, negative = active | 390,000 tested, 0.2% active | HeLa A3F-eYFP + Vif (tagged APOBEC3F with the HIV-1 protein that degrades it), YFP fluorescence increase; also: potency is read from the fitted curve at half-maximal effect; % of control where 0% means no effect; nearly all actives have a fitted effect of over 65% in size
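Fluorescence increase (Ex 488/Em 500-530) after overnight compound treatment at 37 deg C flags inhibition of Vif-driven A3F-eYFP loss in stable HeLa A3F-eYFP/Vif cells seeded overnight beforehand.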
Vif-A3G inh: qHTS for Inhibitors of Vif-A3G Interactions: qHTS. DNA dC->dU-editing enzyme APOBEC-3G (Homo sapiens), Q9HC16. HeLa A3G-eYFP + Vif (tagged APOBEC3G with the HIV-1 protein that degrades it), YFP fluorescence, overnight. Potency, µM (top dose mostly 46.1 µM), for inactives: at the highest dose activity, negative = active, hits mostly inhibitors. 410,000 tested, 0.076% active. AID 602310, 2012;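 also: potency is read from the fitted curve at half-maximal effect; % is scaled to controls: 0 for no effect and ±100 for the full control effect; nearly all actives have a fitted effect of over 60% in size; hits raise eYFP signal because A3G escapes Vif-driven loss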
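HeLa cells stably expressing Vif and C-terminally eYFP-tagged A3G, seeded overnight at 37 deg C, then exposed to compound by pintool overnight at 37 deg C. Rise in yellow fluorescence (Ex 488/Em 500-530, Acumen) marks blocked Vif-driven A3G degradation.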
PI4K2A block: qHTS for small molecular inhibitors of PI4K2A | AID 1346378, 2018 | activity change, negative = inhibition, % at 76.9 µM | purified PI4K2A, ADP-Glo luminescence, 1 h; hits give low values | 420,000 tested, 0.13% active; in the data active = activity change below about -50%; inconclusive = mostly about -30% to -49%;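 also: -100% = wells without enzyme as full effect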
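PI4K2A activity was measured by ADP-Glo luminescence: enzyme (4 ug/mL stock) and phosphatidylinositol (1.2 mM stock) in Tris pH 7.5/MgCl2/EGTA/Triton X-100 buffer were reacted with ATP (300 microM stock) for one hour at ambient temperature.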
USP1 inh: Inhibitors of USP1/UAF1: Primary Screen; Ubiquitin carboxyl-terminal hydrolase 1 (Homo sapiens), O94782; recombinant USP1/UAF1, Ub-Rhodamine cleavage fluorescence; Potency, µM (top dose mostly 57.1 µM), inactives show at the top dose activity change, negative = inhibition, hits mostly inhibitors; 390,000 tested, 0.23% active; AID 743255, 2014; also: potency is read from the fitted curve at half-maximal effect; % is scaled to controls: 0 for no effect and ±100 for the full control effect; nearly all actives have a fitted effect of over 60% in size; inactives centre near -12
Target sequence (O94782 whole entry, looked up): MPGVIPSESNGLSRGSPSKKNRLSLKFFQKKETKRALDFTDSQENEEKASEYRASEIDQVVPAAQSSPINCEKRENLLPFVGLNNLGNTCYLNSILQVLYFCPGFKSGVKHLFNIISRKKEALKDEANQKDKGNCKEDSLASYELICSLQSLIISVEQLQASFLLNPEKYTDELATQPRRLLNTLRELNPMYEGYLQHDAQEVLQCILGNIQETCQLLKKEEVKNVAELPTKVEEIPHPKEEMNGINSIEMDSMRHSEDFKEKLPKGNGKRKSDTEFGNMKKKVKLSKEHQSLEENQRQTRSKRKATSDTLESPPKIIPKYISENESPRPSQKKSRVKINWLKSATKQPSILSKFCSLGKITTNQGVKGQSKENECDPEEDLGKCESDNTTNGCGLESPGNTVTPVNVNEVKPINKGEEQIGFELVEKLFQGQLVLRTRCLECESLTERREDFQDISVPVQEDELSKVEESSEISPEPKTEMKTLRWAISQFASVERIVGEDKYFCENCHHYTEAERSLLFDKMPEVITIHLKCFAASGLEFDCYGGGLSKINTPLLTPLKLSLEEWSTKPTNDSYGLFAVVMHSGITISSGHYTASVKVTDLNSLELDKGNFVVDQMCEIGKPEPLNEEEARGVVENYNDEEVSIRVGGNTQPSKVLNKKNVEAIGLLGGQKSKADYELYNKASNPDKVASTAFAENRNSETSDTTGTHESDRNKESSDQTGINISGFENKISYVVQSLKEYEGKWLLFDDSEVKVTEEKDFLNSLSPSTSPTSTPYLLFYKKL
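USP1/UAF1 complex (1 nM) preincubated 15 min at room temperature with compound, then Ub-Rho substrate (150 nM final) added. Kinetic fluorescence at 480/540 nm over 6 reads at 60 s intervals; 50 mM HEPES pH 7.8, 0.5 mM EDTA, 0.1 mg/ml BSA, 1 mM TCEP, 0.01% Tween-20.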
LDHA block: qHTS assay for inhibitors of human lactate dehydrogenase. activity change, % (values are at about 110 or 230 µM). purified LDHA, NADH/diaphorase-resazurin fluorescence; hits give low values. 480,000 tested, 0.15% active. AID 1347041, 2019. L-lactate dehydrogenase A chain (Homo sapiens), P00338; in the data active = activity change below about -30%; inconclusive = mostly about -25% to -30%;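 also: plate controls were DMSO wells for no effect and wells without enzyme for full effect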
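Enzyme activity of human lactate dehydrogenase 5 (2 nM; 0.06 mM NADH, 0.2 mM pyruvate, 5 min, RT) is measured via a resazurin/diaphorase fluorescence readout of residual NADH.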
mIDH1 inhibitor: qHTS for Inhibitors of mutant isocitrate dehydrogenase 1 (IDH1): qHTS | 390,000 tested, 0.093% active | Isocitrate dehydrogenase [NADP] cytoplasmic (Homo sapiens), O75874 | Potency, µM (titrated, usually from 76.6 µM), for the others: at the highest dose activity change, negative = inhibition, actives largely listed as inhibitors | IDH1-R132H enzyme, NADPH consumption, diaphorase/resazurin fluorescence; also: potency is read from the fitted curve at half-maximal effect; % is scaled to controls: 0 for no effect and ±100 for the full control effect; nearly all actives have a fitted effect of over 65% in size
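IDH1-R132H (0.5 ug/mL) preincubated 30 min with compound, then NADPH (0.016 mM) and alpha-KG (2 mM) added; 80 min at RT, pH 7.5. Remaining NADPH coupled via diaphorase/resazurin to fluorescence (540/590 nm); concentration-response curves normalized to no-enzyme control.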
TrxR1 substrate: qHTS Assay for Substrates of Mammalian Selenoprotein Thioredoxin Reductase 1 (TrxR1): qHTS; Thioredoxin reductase 1, cytoplasmic (Rattus norvegicus), O89049; purified TrxR1 substrate turnover, NADPH consumption readout; Potency, µM (highest dose often 114 µM), for inactives: top-dose activity change, negative = substrate turnover; 390,000 tested, 0.01% active; AID 588456, 2011; also: potency is read from the fitted curve at half-maximal effect; % is scaled to controls: 0 for no effect and ±100 for the full control effect; nearly all actives have a fitted effect of over 50% in size
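Rat TrxR1, dispensed at 90 nM, was prereduced with 400 uM NADPH (final) for 5 min at ~22 deg C, then incubated with compound 15 min before 400 uM selenite. A first-read NADPH fluorescence drop versus no-compound background flagged substrates.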
GRP78 ERSR act: qHTS for Inducers of the Endoplasmic Reticulum Stress Response (ERSR) in Human Glioma: qHTS. U87-MG GRP78 promoter luciferase reporter, 16 h. Potency, µM, for inactives: top-dose activation, hits mostly activators. 420,000 tested, 0.02% active. AID 602332, 2012; also: potency is read from the fitted curve at half-maximal effect; series mostly up to about 76 µM; % of control where 0% means no effect; nearly all actives have a fitted effect of over 35% in size
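Stably transfected U87-MG human glioma cells carrying a GRP78-based luminescent sensor were seeded at 1000 cells/well, pin-dosed with compounds and incubated 16 h. Luciferase reagent was then added, and end-point luminescence was read after 10 min at room temperature.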
* marks the source's active call; other numbers are inactive results; u = inconclusive; x = not tested or not shown; & = joins results of further samples; [ ] = another dose, or the depositor's remark. Unless noted, calls follow the shape of the dose curve; as a rule, active = well fitted curve in the direction sought with a large enough effect; inconclusive = small, poorly fitted or top-dose-only effect, or another doubt; inactive = no such curve, though single readings can be large; an effect the other way counts as inactive or inconclusive. Some of the compounds tested; the hit share may differ from the screen's.

Structure	RXFP1 ag	Vif-A3F inh	Vif-A3G inh	PI4K2A block	USP1 inh	LDHA block	mIDH1 inhibitor	TrxR1 substrate	GRP78 ERSR act
O=C(O)c1cc(NC(=O)c2ccc([N+](=O)[O-])cc2)cc(NC(=O)c2ccc([N+](=O)[O-])cc2)c1	-2.8%	-1.4%	-3.7%	3.4	-17.4%	5.5	7.7%	-1.6%	-5.8%
Cc1ccc2nc(SCC(=O)Nc3ccc4[nH]c(=O)[nH]c4c3)[nH]c2c1	0.5%	0.6%	0.1%	-0.1	-18.9%	-4.1	6.8%	1.3%	1.3%
COc1ccc(Cl)c(-c2cc(C(=O)Nc3ccc(C)c(NS(C)(=O)=O)c3)[nH]n2)c1	x	x	-11.1%	-2.5	x	-3.6	x	x	-1.9%
COc1ccc(-n2c(SCC(=O)Nc3nc(C)cs3)nnc2-c2ccoc2C)cc1	-1.6%	-1.9%	-6.7%	3.4	-13.7%	-1.1	2.2%	-0.3%	-5.9%
Cc1ccc(CNC(=O)c2ccc(Cn3nc(C)c(Cl)c3C)o2)cc1	1.5%	-4.0%	-12.5%	-14.4	-22.1%	1.9	6.5%	5.8%	-8.0%
CCN(CC)c1ccc(N=Cc2ccccc2[N+](=O)[O-])cc1	-3.7%	-19.0%	5.0%	-11.9	u	26.1	11.6%	-17.1%	1.8%
Cc1cc(CNC(=O)COc2ccc(C#N)cc2)c2ccccc2n1	u	-13.7%	0.9%	-3.7	10.0%	0.2&-11.5	10.1%	3.8%[57.1 µM]	-6.1%
Cn1cc(-c2ccccc2C(N)=O)c(=O)c2cc(Cl)ccc21	4.3%	10.2%	-2.1%	-1.4	-15.8%	-0.1	7.2%	0.8%[57.1 µM]	-1.0%
O=C1CNC(=O)N1	1.2%	8.7%	1.6%	-3.5	-26.0%	0.1	-12.6%	7.2%	-2.0%
Cc1ccccc1Cn1c2ccccc2c2cnn(CC(=O)NC3CCC(C)CC3)c(=O)c21 (centres undefined)	22.7%	0.7%	0.8%	7.9	-1.4%	-9.4	-15.4%	3.1%	-2.0%
CCn1c(C(=O)NCCCc2ccccc2)cc2sccc21	3.2%	-11.7%	-12.6%	2.3	-13.1%	3.6	14.0%	-0.2%	3.6%
CCc1cccc(C)c1NC(=O)c1cc(-c2ccncc2)nc2ccccc12	0.6%	2.9%	-4.5%	1.9	0.1%	0.1	6.8%	-10.1%	-4.5%
CC(C)C(=O)Nc1ccc(C(=O)NNC(=S)NC(=O)c2ccco2)cc1	-1.9%	5.1%	0.3%	-3.5	-11.7%	-5.4	-5.1%	-7.5%	-3.9%
O=C(Nc1ccc2c(c1)CCC2)c1ccccc1	-2.6%	-0.7%	-2.0%	-11.9	-7.2%	-1.9	5.0%	-5.7%	-4.5%
COc1ccc(CN2CC(=O)N3[C@H]4c5ccccc5OC[C@@H]4[C@H](c4ccccc4)[C@]3(C)C2=O)cc1	2.7%	3.3%	-0.8%	-2.1	u	2.0	-8.7%	6.6%[57.1 µM]	-2.9%
COc1ccc(N2CCN(c3cc(C)c4cccc(C)c4n3)CC2)cc1	1.4%	-4.3%	-0.3%	-1.2	u	-8.4	4.3%	39.9%	-3.2%
O=C(COc1cccc2ccccc12)N/N=C/c1ccccc1OCc1ccc(C(=O)O)cc1	0.4%	3.3%	-1.7%	1.8	u	-13.5	28.9%	-0.5%	-5.3%
Cc1ccc(S(=O)(=O)NN=Cc2ccc(N3CCOCC3)cc2)cc1[N+](=O)[O-]	x	2.0%	-1.4%	5.0	-2.6%	-11.1	-14.3%	-10.5%	-3.8%
O=C(O)COCC(=O)Nc1ccccc1-c1ccccc1	0.5%	5.5%	-0.3%	-4.4	-5.9%	0.0	9.3%	-15.8%[57.1 µM]	-1.0%
Cc1nc(C)c(C(=O)Nc2cccc(Cl)c2)o1	-0.7%	1.7%	-1.8%	-0.7	-19.4%	4.8	5.5%	-3.1%	1.2%
O=C(CCNC(=O)c1ccccc1)N/N=C/c1ccc([N+](=O)[O-])cc1	0.5%	0.3%	0.6%	-17.0	3.5%	-0.6	3.5%	-0.1%[57.1 µM]	2.5%
O=C(O)CC(NS(=O)(=O)c1ccc2c(c1)OCCO2)c1ccccc1[N+](=O)[O-] (centres undefined)	x	-9.7%	1.5%	16.7	-17.5%	-16.2	-18.3%	1.7%	-2.0%
O=C(Nc1c(-c2ccccc2)nc2ccc(Cl)cn12)c1cccs1	0.8%	-9.6%	2.3%	3.5	0.2%	-11.9	7.5%	-7.1%	-2.5%
Cc1ccc(NC(=O)N2CCCc3ccccc32)cc1C	-0.1%	-4.0%	-15.4%	-4.3	-19.7%	0.9	3.1%	3.4%	2.1%
O=C(c1nc2nc(-c3ccc(Cl)cc3)cc(C(F)(F)F)n2n1)N1CCOCC1	2.4%	1.5%	-2.6%	5.7	-16.0%	-3.6	1.4%	53.4%[activator]	-3.3%
O=C(Cn1cc([N+](=O)[O-])cn1)NCc1ccccc1	-0.8%	0.8%	0.2%	2.8	-14.2%	-12.2	-11.8%	1.7%	-2.0%
Cc1ccc(-c2nc3c4ccccc4n(Cc4cccc(Cl)c4)c(=O)n3n2)cc1	4.1%	0.7%	9.6%	-6.0	-22.4%	-2.8	5.2%	-4.9%[57.1 µM]	-2.0%
O=C1C=Cc2cccc3ccc(O)c1c23	x	-1.9%	2.8%	2.8	-14.4%	12.2	5.0%	-1.6%[2.29 µM]	-1.5%
O=C(CN1CCOCC1)Nc1cccc(S(=O)(=O)N2CCCCCC2)c1	3.7%	-12.9%	0.2%	-1.9	-1.7%	-5.6	-6.3%	10.6%[57.1 µM]	-7.1%
O=C(CNS(=O)(=O)c1cccs1)N1CCN(c2ccccn2)CC1	2.6%	9.0%	-2.4%	5.3	3.9%	-1.2	6.3%	11.5%[57.1 µM]	4.6%
CCc1nc2c(OCCOc3ccc(F)cc3)cccn2c1N(C)C(=O)C(C)C	x	x	-2.5%	-2.1	x	-6.7	x	x	-3.2%
CC(C)Oc1ccc(CNC(=O)CCCN2C(=O)CCn3nc(-c4cccn4C)cc32)cc1	0.0%	-2.3%	0.8%	-5.1	-15.9%	0.7	-13.4%	3.0%[57.1 µM]	-3.4%
Cc1cc(Cl)c(S(=O)(=O)NCC2CCCO2)cc1OCC(N)=O (centres undefined)	1.0%	-4.7%	1.2%	2.5	-13.1%	-5.6	4.6%	7.7%	-8.0%
CC(=O)Nc1ccc2nc(SCCOc3ccc(C)cc3)sc2c1	u	4.6%	-0.8%	5.8	u	-1.1	-1.0%	-2.4%	-1.3%
CCCS(=O)(=O)NC(=O)C1(C)CCN(C(=O)c2ccc(C(F)(F)F)cc2)C1 (centres undefined)	x	x	2.5%	0.3	x	-7.8	x	x	-3.1%
CC(C)(C)c1ccc(C(=O)NCC(=O)N2CCNC(=O)C2)cc1	1.4%	10.1%	0.9%	-1.5	-5.7%	-7.5	-8.0%	0.5%	-1.8%
CCOc1cc(OCC)cc(C(=O)Nc2cccc(C(C)=O)c2)c1	-1.3%	-3.3%	-0.8%	0.9	-3.0%	-5.8	0.7%	-16.4%	-4.3%
COC(=O)C1Sc2[nH]c(=O)sc2C(c2ccc(Cl)cc2)C1C(=O)OC (centres undefined)	0.6%	3.9%	-0.1%	0.1	1.8%	-6.2	0.5%	-2.9%	-2.5%
CCOc1ccc(NC(=S)N2CCN(C/C=C/c3ccccc3)CC2)cc1	4.8%	2.8%	0.3%	-21.4	-7.6%	2.5	1.7%	8.1%[57.1 µM]	-3.2%
CCCCn1c(N)c(N(CCOC)C(=O)CC(NC(=O)c2ccccc2)c2ccccc2)c(=O)[nH]c1=O (centres undefined)	0.3%	u	-0.5%	-0.2	-13.5%	-5.1	6.8%	-8.2%	-3.7%
Cc1[nH]c(=S)c(C#N)c(-c2ccco2)c1C(=O)N(C)C	3.8%	0.0%	5.0%	1.2	-15.2%	-1.3	-4.0%	-6.7%	-4.5%
CCOc1ccccc1/C=C/C(=O)c1ccc(Cl)cc1	0.9%	-1.3%	-7.6%	3.7	-18.3%	-2.0	5.1%	-3.2%	-4.7%
